DDE Tn7 FP inh: inhibitors of Tn7 peptide binding to fibrin DD(E), primary screen, biochemical, fluorescence polarization, human fibrin, Tn7 probe | 370,000 tested, 0.13% active | Fibrinogen beta chain (Homo sapiens), P02675 | FP displacement of FITC-Tn7 peptide from fibrin DD(E); 0% = median of compound wells per plate | AID 720508, 2013 | inhibition, % at 8.3 µM;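 active = inhibition above the mean of compounds falling within the control limits plus 3 SD of them, cut at about 14% in these data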;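 note: 0% = plate median of compound wells and 100% = 10 µM Aha-Tn7 peptide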
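Assay system: Human fibrin DD(E) protein | Medium: Tris buffer with calcium and detergent, pH 7.8 | Reagent: 0.1 µM fluorescent Tn7 | Compound dosing: Single point at 8.3 µM | Times: 10 min preincubation, 3 h with tracer, room temperature | Detection: Fluorescence polarization of the labelled Tn7 tracer | Controls: Aha-Tn7 high control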
PRMT1 FP inh: PRMT1 methyltransferase inhibitors, primary screen, biochemical, fluorescence polarization; AID 652257, 2013; 370,000 tested, 1.3% active; recombinant PRMT1, activity-based probe fluorescence polarization; Protein arginine N-methyltransferase 1 (Homo sapiens), Q99873; inhibition, % at 2.79 µM;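 active = inhibition above about 21% made by adding two undisclosed values, limit read from the data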
TDP2 absorb: human TDP2 enzyme inhibitors, primary screen, biochemical, epi absorbance, recombinant enzyme | Tyrosyl-DNA phosphodiesterase 2 (Homo sapiens), O95551 | T5PNP hydrolysis, p-nitrophenol absorbance 415 nm | inhibition, % at 12.8 µM | 370,000 tested, 0.34% active;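 active = inhibition above the mean of all tested compounds plus 3 SD, set per campaign, cut at about 25% in these data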;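 note: 0% = DMSO with enzyme and 100% = buffer with substrate but no TDP2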
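System – recombinant human TDP2 · Amount – 120 nM TDP2 per well · Buffer or medium – Mg2+-containing Tris-HCl buffer, pH 7.5 · Reagent – T5PNP substrate, 5 mM · Dosing – 12.8 µM single point, 1% DMSO · Incubation – 2 h at 37 °C · Measured by – epi absorbance · Read-out basis – percent inhibition · Benchmarks – high control without enzyme, low control DMSO plus TDP2 · Repeats – singlicate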
UHRF1 binding: UHRF1 methylated DNA binding inhibitors, primary screen, counter-screen for MBD2 inhibitor project, biochemical, TR-FRET, human UHRF1, single concentration | UHRF1 binding to methylated oligo | inhibition, % at 4.4 µM | 370,000 tested, 0.75% active | E3 ubiquitin-protein ligase UHRF1 (Homo sapiens), Q96T88; in the data active = inhibition above about 21%;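 note: UHRF1 SRA domain binding a hemimethylated CpG hairpin DNA probe; 0% = median of test compound wells and 100% = reference inhibitor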
Target sequence (Q96T88 whole entry, looked up, the tested form may be a part): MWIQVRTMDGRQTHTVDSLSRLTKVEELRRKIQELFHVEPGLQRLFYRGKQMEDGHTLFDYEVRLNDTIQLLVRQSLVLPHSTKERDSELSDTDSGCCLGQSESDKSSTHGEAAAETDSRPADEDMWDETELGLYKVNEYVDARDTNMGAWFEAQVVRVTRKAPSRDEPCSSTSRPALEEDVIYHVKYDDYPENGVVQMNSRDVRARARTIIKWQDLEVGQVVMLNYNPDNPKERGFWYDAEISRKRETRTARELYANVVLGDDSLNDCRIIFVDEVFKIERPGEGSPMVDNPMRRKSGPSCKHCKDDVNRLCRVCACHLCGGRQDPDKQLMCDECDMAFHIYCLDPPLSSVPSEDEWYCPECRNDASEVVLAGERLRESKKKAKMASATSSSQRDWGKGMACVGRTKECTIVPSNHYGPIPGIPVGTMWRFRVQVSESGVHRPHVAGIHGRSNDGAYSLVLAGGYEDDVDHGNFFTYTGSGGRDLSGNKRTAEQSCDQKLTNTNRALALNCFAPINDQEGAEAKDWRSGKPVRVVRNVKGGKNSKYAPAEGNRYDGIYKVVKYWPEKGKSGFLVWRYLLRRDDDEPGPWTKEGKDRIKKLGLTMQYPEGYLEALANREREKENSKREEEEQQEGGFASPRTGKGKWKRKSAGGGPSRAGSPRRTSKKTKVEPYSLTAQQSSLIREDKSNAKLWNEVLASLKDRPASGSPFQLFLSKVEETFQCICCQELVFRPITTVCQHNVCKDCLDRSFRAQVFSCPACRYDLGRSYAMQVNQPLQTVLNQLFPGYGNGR
SIAE inh: human SIAE inhibitors, primary screen, biochemical, fluorescence polarization, FP-Rh probe, 1536-well HTS; Sialate O-acetylesterase (Homo sapiens), Q9HAT2; SIAE FP-Rh probe binding; inhibition, % at 9.66 µM; 370,000 tested, 0.69% active; AID 1053197, 2014;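 active = inhibition above a cutoff: mean of compounds within the control limits plus 3 SD of those, cut at about 17% in these data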;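 note: 0% = plate median of compound wells and 100% = probe without SIAE protein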
MBD2 DNA inh: inhibitors of MBD2 binding to methylated DNA, primary screen, biochemical, TR-FRET, DNA-binding domain, human; inhibition, % at 4.4 µM; Methyl-CpG-binding domain protein 2 (Homo sapiens), Q9UBB5; AID 686964, 2013; MBD2 binding to methylated oligonucleotide; 370,000 tested, 0.31% active; in the data active = inhibition above about 13%
TCR CD3 inh: inhibitors of human TCR-CD3 interaction, primary screen, biochemical, fluorescence, TAMRA-labeled TCR probe; T-cell receptor (TCR); inhibition, % at 9.4 µM; 360,000 tested, 0.37% active; in the data active = inhibition above about 19%;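 note: recombinant mutant TCR 2C K166C tagged with TAMRA read by polarization; 0% = receptor in buffer alone and 100% = receptor with positive control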
proKLK7 act: proKLK7 zymogen activators, primary screen, biochemical, fluorescence intensity; AID 652039, 2013; 370,000 tested, 0.9% active; purified proKLK7, EDANS-DABCYL substrate fluorescence; 100% is mature enzyme control, 0% vehicle; activation, % at 7 µM; Kallikrein-7 (Homo sapiens), P49862;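 active = activation above the mean of all tested compounds plus 3 SD, computed per campaign excluding outliers beyond control limits, cut at about 13% in these data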
Target sequence (P49862 whole entry, looked up): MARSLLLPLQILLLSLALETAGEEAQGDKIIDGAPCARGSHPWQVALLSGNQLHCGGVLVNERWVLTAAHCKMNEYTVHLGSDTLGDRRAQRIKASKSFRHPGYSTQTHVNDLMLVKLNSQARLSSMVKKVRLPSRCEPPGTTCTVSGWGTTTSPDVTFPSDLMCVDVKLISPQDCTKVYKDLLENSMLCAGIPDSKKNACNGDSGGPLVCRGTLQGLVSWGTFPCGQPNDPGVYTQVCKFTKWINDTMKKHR
Tn6 DDE FP: inhibitors of Tn6 peptide binding to fibrin DD(E), primary screen, biochemical, fluorescence polarization, human fibrin, Tn6 probe; Fibrinogen beta chain (Homo sapiens), P02675; Fibrin DD(E) TRITC-Tn6 fluorescence polarization displacement; inhibition, % at 8.3 µM; 370,000 tested, 0.21% active; AID 720509, 2013;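 active = inhibition above a per-campaign cutoff: mean of compounds within control limits plus 3 SD, cut at about 15% in these data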;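 note: 0% = median of all compound wells on the plate and 100% = blocking peptide control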
LEDGF integ inh: blockers of LEDGF/p75-dependent integrase strand transfer – biochemical, TR-FRET, high throughput, primary screen | HIV-1 integrase (with human LEDGF/p75) | TR-FRET IN-LEDGF/p75 DNA integration, Eu/Cy5 | inhibition, % at 3.7 µM | 370,000 tested, 0.64% active;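 active = inhibition above the screen-wide mean plus 3 SD, cut at about 13% in these data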;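 note: signal is the Cy5 over europium emission ratio at 671 and 618 nm; 0% = plate median of compound wells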
* marks the source's active call; other numbers are inactive results; x = not tested or not shown.

SMILES	DDE Tn7 FP inh	PRMT1 FP inh	TDP2 absorb	UHRF1 binding	SIAE inh	MBD2 DNA inh	TCR CD3 inh	proKLK7 act	Tn6 DDE FP	LEDGF integ inh
CC(=O)CC(C)=NCCN=C(C)CC(C)=O	7	3	7	3	-2	2	-4	0.4	3	-2
CC[C@]12c3[nH]c4ccccc4c3CCN1C(=O)C(CC(=O)NC(C)(C)C)C[C@@H]2C(=O)N1CCN(C(=O)C2CC2)CC1 (stereo partly specified)	1	2	6	2	0	2	-4	-0.6	1	-2
COc1ccccc1C(=O)NCCC(=O)Nc1ccc(C)cn1	-2	0	-11	2	-6	3	4	-0.2	-1	1
CC1CCCCC1NC(=O)C1CCC(CNS(=O)(=O)c2ccc3c(c2)C(C)(C)C(=O)N3C)CC1 (stereo unspecified)	4	2	-8	1	-6	5	-7	-0.5	-4	1
CC(=O)c1ccc(N(CC(=O)NCc2ccc3c(c2)OCO3)C(=O)c2csnn2)cc1	3	5	-12	5	2	7	-1	0.1	0	0
Cc1cc(C)c(NC(=O)Nc2ccccc2)c(Cl)c1	3	-4	-26	2	1	-3	-6	0.2	-7	3
COC(=O)C12C=C3CC(c4ccc(C(F)(F)F)cc4)=C3C(=O)N1Cc1[nH]c3ccccc3c1C2 (stereo unspecified)	-5	2	-10	-3	0	-6	x	-1.4	4	3
O=S(=O)(NCc1cn2ccsc2n1)c1ccc(Oc2ccccc2)cc1	-4	-3	-7	2	13	-4	3	-0.1	-5	-3
CC1(C)COC(c2ccccc2Cl)OC1	-3	-6	-15	-1	4	-3	11	-0.4	-6	0
CCCC(=O)Nc1ccc2c(c1)nc(CCN1CCN(c3ccccn3)CC1)n2C	-5	-4	-14	-1	1	-4	-7	-0.1	-8	12
Clc1cc(Cl)c2nc(N3CCCCC3)sc2c1	-4	1	-8	4	-7	-1	2	0.7	-5	1
CCC(=O)NCCc1cc2ccc(C)cc2[nH]c1=O	8	0	-11	1	-6	1	6	0.3	5	-1
COc1ccc(N2C(=O)c3ccccc3C2=O)cc1	0	5	-5	2	3	2	-6	1.1	1	-2
CCCCN=C1SC(C(=O)Nc2sc3c(c2C(=O)OC)CCC3)C(N)=C1C(=O)N1CCOCC1 (stereo unspecified)	-3	-2	1	1	3	-6	5	-0.2	2	0
CC(=O)C[C@H](O)CC(=O)[C@@H]1OC(=O)CCCCCc2ccccc21	-1	0	-8	-1	3	9	3	0.0	3	3
CC(=O)Nc1cccc(NC(=O)CCCC(=O)O)c1	2	1	2	0	-3	-5	5	-0.1	2	1
Cc1ccc(-c2nnc(Nc3cccc(O)c3)c3ccccc23)cc1S(=O)(=O)NCCO	-2	5	8	1	0	1	-4	0.5	-10	-3
COc1ccc(NC(=O)CCC(=O)NCc2ccco2)c([N+](=O)[O-])c1	-2	2	7	-1	-9	3	-6	-0.2	1	-1
CNc1nc(CC(C)=O)ns1	9	2	-1	3	1	2	-7	0.2	2	0
COC(=O)[C@]12C[C@H](CC(=O)N3CCCC3)C(=O)N(CCC3=CCCCC3)C1=C[C@H](C(C)(C)C)O[C@@H]2C	0	4	-5	2	2	1	1	-0.2	0	-3
O=C(OCc1cccc2ccccc12)C1CC(=O)N(c2ccccc2)C1 (stereo unspecified)	2	-2	3	-1	-5	-1	7	-0.1	6	-2
CN(Cc1cnn(Cc2ccccc2)c1)C(=O)CN=C1NS(=O)(=O)c2ccccc21	5	3	-4	1	3	2	-2	-0.2	5	-2
Cc1ccccc1NC(=O)c1c(C)nn(-c2ccccc2)c1Cl	0	0	1	2	1	5	0	-0.5	7	1
Cc1nc(-c2ccccc2)nc(Cl)c1Cl	-2	-2	6	-1	3	3	2	0.1	2	-1
CCC(C)NCCCOc1ccc(Cl)cc1C(C)(C)C (stereo unspecified)	4	2	2	2	-3	1	8	-0.1	1	1
CC1CCc2sc3ncnc(N4CCOCC4)c3c2C1 (stereo unspecified)	0	-2	-10	-1	0	-3	1	0.0	7	-1
COC(=O)[C@]12C[C@H](CC(=O)NCc3cccc4ccccc34)C(=O)N(CCc3ccc(OC)c(OC)c3)C1=C[C@H](C1CCCC1)O[C@@H]2C	-10	-8	-10	0	-3	-4	x	0.5	7	4
Cc1nnc(NC(=O)CSc2nnc(Cc3cccn3C)n2-c2ccccc2)s1	1	3	2	1	-1	1	0	-0.8	6	2
Cc1ccc(-c2ccc(CN3C(C(C)C)C(=O)N(Cc4cn(CCC5OCCO5)nn4)CCS3(=O)=O)cc2)c(C)c1 (stereo unspecified)	6	4	-2	1	-12	-3	6	-0.4	5	0
CC(C)c1ccc(N2C=Nc3ccc(C(C)C)cc3C2)cc1	-1	1	-17	-1	6	5	8	-0.3	-1	0
Cc1ccc(S(=O)(=O)N(C)C)cc1NC(=O)C(C)OC(=O)C1CCC1 (stereo unspecified)	-2	-1	5	-1	3	-1	4	-0.8	8	-3
CN1CCc2cc3c(c4c2[C@H]1[C@H](O)c1ccccc1-4)OCO3	-2	49*	4	35*	12	66*	15	-2.4	7	9
CC1(C)CC(=O)c2cc(C(=O)N3CCCC(C)(C)C3)c(=O)n(-c3ccccc3)c2C1	-7	-1	1	2	2	0	6	-0.4	-1	2
COc1ccc(/C=C/C(=O)Nc2cc(S(=O)(=O)N3CCOCC3)ccc2N2CCCC2)cc1OC	-4	0	-9	4	-2	1	5	1.2	1	-1
COCC(C)n1c(SCC(=O)Nc2ccc3c(c2)OCCO3)nc2ccccc2c1=O (stereo unspecified)	-2	4	4	-1	-1	5	-8	0.6	8	-4
Cc1ccc(S(=O)(=O)NCCC(=O)NCC(c2ccc(F)cc2)N2CCOCC2)cc1 (stereo unspecified)	-1	2	9	4	5	2	-4	-0.4	-4	-1
Clc1cccc(Cl)c1CSc1nnc(-c2sccc2-n2cccc2)o1	-8	-3	-2	-2	-8	-2	-1	0.0	2	-3
CCOc1ccccc1/C=N/n1c(C2CCCCC2)n[nH]c1=S	0	9	1	2	-1	1	-11	-0.1	3	-4
Cc1ccc2nc(NC(=O)Cc3cccs3)sc2c1	-1	-2	1	0	-5	7	5	-0.1	-1	0
O=C(NCCC1=CCCCC1)c1ccc(-n2cncn2)cc1	-5	1	-2	0	2	-5	5	0.0	1	-3
Cc1ccc2c(CN3CCN(c4ccccc4)CC3)cc(=O)oc2c1	-5	-3	12	-2	2	-3	0	-0.4	-9	5
Cc1ccc2c(Cn3ccnc3)cc(=O)oc2c1C	4	8	-1	2	-7	7	-10	0.2	-8	3
O=[N+]([O-])c1ccc(N2CCN(S(=O)(=O)c3ccccc3[N+](=O)[O-])CC2)cc1NCc1cccnc1	4	2	2	-1	-3	-4	-3	-0.3	0	1
O=C(OCc1nnc(-c2ccc(Cl)cc2)o1)c1ccc(O)cc1	2	-2	1	-2	3	-1	4	-0.1	4	0
CN1CCN(C(=O)/C(=C/c2cn(C)c3ccccc23)NC(=O)c2ccccc2)CC1	-5	3	10	-2	5	-2	2	0.4	-6	-2
COc1ccc(S(=O)(=O)Nc2c(C(=O)O)[nH]c3ccc(OC)cc23)c(OC)c1	8	11	6	-4	16	-5	6	0.2	0	0
CCOC(=O)c1[nH]ncc1CN1CCCC(C(=O)c2cccc(OC(C)C)c2)C1 (stereo unspecified)	-2	-2	0	1	6	-2	4	1.1	12	-2
COc1cccc(CNC(=O)[C@@H]2CCCN2C(=O)[C@H]2CCCCN2C(=O)c2cccs2)c1	0	2	5	0	3	0	1	-0.2	5	-2
CCOC(=O)c1c(NC(=O)c2cc(C(C)C)on2)sc(C(C)=O)c1C	-6	4	-5	2	-4	5	5	0.1	-8	0
CCN(CC)S(=O)(=O)c1ccc(N2CCOCC2)c(NC(=O)C(=O)c2c(-c3ccccc3)cc3ccccn23)c1	1	3	-3	-1	-5	1	-2	0.6	-9	-1
O=C(COC(=O)CCCNC(=O)c1ccc(Cl)cc1)Nc1cc(Cl)c(Cl)cc1Cl	0	0	2	0	-4	1	14	0.2	-1	3
Cc1ccc2c(c1)N(C(=O)CCC(=O)N1CCN(c3ccccc3)CC1)CCO2	1	0	-13	-2	0	-1	1	0.0	5	1
O=C1CCN(CCCN2CCC(=O)N(Cc3ccccc3)C2=S)C(=S)N1Cc1ccccc1	7	1	-6	4	-9	-1	6	-0.4	5	-1
CC(OC(=O)/C(C#N)=C/c1ccco1)C(=O)N(C)c1ccccc1 (stereo unspecified)	-4	-1	-5	3	-4	-5	-8	0.7	-5	0
COc1ccccc1C(=O)NCc1ccc(-c2nc3ccccc3s2)cc1	-1	-3	-4	-1	-8	-2	2	-0.5	4	1
Cc1cc(C(=O)OCC(=O)NCCc2ccc(S(N)(=O)=O)cc2)c2ccccc2n1	-6	-4	8	-4	2	-2	2	-1.1	-2	0
Nc1nc(SCC(=O)O)[nH]c(=O)c1NC(=O)c1ccco1	-5	1	-2	0	4	-1	5	0.4	3	0
Cc1ccc(Oc2ccc(OCC(=O)NC3CCS(=O)(=O)C3)cc2)cc1 (stereo unspecified)	-2	1	-7	1	2	4	5	-0.1	-5	-3
O=C(Cn1ncn2c(cc3ccccc32)c1=O)NCCC1=CCCCC1	6	-1	-1	5	-8	3	-2	0.1	-10	-2
COc1cccc(N=Nc2c(=O)[nH]n3c(C)cc(C)nc23)c1	3	4	-15	-16	2	-17	-2	0.0	1	-9

2 compounds drawn at random from the list so far:
SMILES	DDE Tn7 FP inh	PRMT1 FP inh	TDP2 absorb	UHRF1 binding	SIAE inh	MBD2 DNA inh	TCR CD3 inh	proKLK7 act	Tn6 DDE FP	LEDGF integ inh
Nc1nc(SCC(=O)O)[nH]c(=O)c1NC(=O)c1ccco1	-5	1	-2	0	4	-1	5	0.4	3	0
COc1ccccc1C(=O)NCc1ccc(-c2nc3ccccc3s2)cc1	-1	-3	-4	-1	-8	-2	2	-0.5	4	1
